hcDAF12 agonist: H. contortus DAF-12 nuclear receptor activators, primary screen, cell-based, luminescence, HEK293, lit1-tk-luc reporter; AID 652067, 2013; HEK293 hcDAF-12 lit1-tk-luc reporter; 0% DMSO, 100% Δ7-dafachronic acid; 1.4% of 370,000 active; activation, % at 6.8 µM;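 active = activation above the mean of all tested compounds plus 3 SD, cut at about 5.5% in these data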;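 also: 100% = response to 3 µM Δ7-dafachronic acid high control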
proKLK7 act: proKLK7 zymogen activators, primary screen, biochemical, fluorescence intensity | AID 652039, 2013 | activation, % at 7 µM | 0.9% of 370,000 active | Kallikrein-7 (Homo sapiens), P49862 | purified proKLK7, EDANS-DABCYL substrate fluorescence; 100% is mature enzyme control, 0% vehicle;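 active = activation above the mean of all tested compounds plus 3 SD, computed per campaign excluding outliers beyond control limits, cut at about 13% in these data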
DAX1 inh-1: DAX1 (NR0B1) inhibitors on StAR promoter, primary screen, cell-based, luminescence, SF-1 (NR5A1), full-length DAX-1 | HEK293T StAR-luciferase reporter, SF-1/DAX-1 repression relief | inhibition, % at 6.8 µM | 1.1% of 370,000 active | AID 652010, 2013;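 active = inhibition above the mean over all tested compounds plus 3 SD, cut at about 3.6% in these data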;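 also: 0% = DAX-1 cells with DMSO and 100% = cells lacking DAX-1 with DMSO; higher inhibition means more luminescence from relief of DAX-1 repression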
hgDAF-12 ag: H. glycines DAF-12 receptor agonists, primary screen, cell-based, luminescence, HEK293, GAL4 fusion, UAS-luciferase. Nuclear hormone receptor DAF-12 (Heterodera glycines), GAL4 fusion. HEK293 GAL4-hgDAF12 UAS-luciferase reporter, agonist luminescence; normalized to butyrate control. AID 687014, 2013. activation, % at 6.8 µM. 1.8% of 370,000 active;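 active = activation above a cutoff set at the mean of all screened compounds plus 3 SD, cut at about 10% in these data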;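 also: 0% = DMSO wells and 100% = sodium butyrate wells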
DAX1 inh-2: DAX1 (NR0B1) inhibitors, primary screen, cell-based, HEK293, Gal4-DAX1, luciferase luminescence. Nuclear receptor subfamily 0 group B member 1 (Homo sapiens), P51843. 0.99% of 340,000 active. inhibition, % at 6.75 µM. HEK293 Gal4-DAX1 luciferase reporter. AID 504766, 2011;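 active = inhibition above the mean over all tested compounds plus 3 SD, cut at about 4.2% in these data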;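 also: 0% = DAX1-transfected cells with DMSO and 100% = empty-vector control cells with DMSO; inhibition shows as a rise in luminescence from relieved DAX1 repression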
FXN GAA850 act: FXN promoter activators, primary screen, cell-based, luciferase luminescence, HEK293 lucGAA850. HEK293 lucGAA850 FXN promoter luciferase reporter, 24 h; percent of 10 µM SAHA response. activation, % at 6 µM. 0.56% of 360,000 active. AID 540364, 2011;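 active = activation above the average of all compounds screened plus 3 SD, cutoff fixed separately per campaign, cut at about 7.5% in these data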;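 also: 0% = DMSO wells and 100% = 10 µM SAHA wells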
NPR1 activator: GC-A stimulated cGMP production enhancers – HEK293 GC-A cells, cGMP TR-FRET, EC30 ANP, primary screen; activation, % at 10 µM; 0.14% of 370,000 active; 0% at EC30 ANP, 100% saturating ANP; in the data active = activation above about 40%
ssDAF-12 act: S. stercoralis DAF-12 nuclear receptor activators, primary screen, cell-based, luminescence, HEK293, GRIP1 co-expression, lit1-tk-luc. activation, % at 6.8 µM. Nuclear hormone receptor DAF-12 (Strongyloides stercoralis). 1% of 370,000 active. HEK293 ssDAF-12/GRIP1 lit1-tk-luc reporter; % of 3 µM dafachronic acid response;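 active = activation above the mean over all tested compounds plus 3 SD, cut at about 0.9% in these data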;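 also: 0% = DMSO-only wells and 100% = 3 µM delta7-dafachronic acid wells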
sPLA2-III inh: human group III sPLA2 inhibitors, primary screen, biochemical, QFRET, BODIPY PC-A2 liposome substrate | QFRET BODIPY PC-A2 liposome hydrolysis, fluorescence | inhibition, % at 12.2 µM | 0.56% of 370,000 active;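 active = inhibition above mean plus 3 SD of compounds lying within the high and low control bounds, cut at about 19% in these data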;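 also: 0% = median of test compound wells and 100% = no enzyme DMSO wells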
NPR2 activator: human GC-B receptor activators, primary screen, HEK293 GC-B cells, cGMP TR-FRET, EC30 CNP | Atrial natriuretic peptide receptor 2 (Homo sapiens), P20594 | 0% at EC30 CNP, 100% saturating CNP | activation, % at 10 µM | 0.11% of 370,000 active | AID 1920062, 2024;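 active = activation at 10 µM reaching about 35% in either raw or pattern-adjusted values, limit read from the data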
Target sequence (P20594 whole entry, looked up): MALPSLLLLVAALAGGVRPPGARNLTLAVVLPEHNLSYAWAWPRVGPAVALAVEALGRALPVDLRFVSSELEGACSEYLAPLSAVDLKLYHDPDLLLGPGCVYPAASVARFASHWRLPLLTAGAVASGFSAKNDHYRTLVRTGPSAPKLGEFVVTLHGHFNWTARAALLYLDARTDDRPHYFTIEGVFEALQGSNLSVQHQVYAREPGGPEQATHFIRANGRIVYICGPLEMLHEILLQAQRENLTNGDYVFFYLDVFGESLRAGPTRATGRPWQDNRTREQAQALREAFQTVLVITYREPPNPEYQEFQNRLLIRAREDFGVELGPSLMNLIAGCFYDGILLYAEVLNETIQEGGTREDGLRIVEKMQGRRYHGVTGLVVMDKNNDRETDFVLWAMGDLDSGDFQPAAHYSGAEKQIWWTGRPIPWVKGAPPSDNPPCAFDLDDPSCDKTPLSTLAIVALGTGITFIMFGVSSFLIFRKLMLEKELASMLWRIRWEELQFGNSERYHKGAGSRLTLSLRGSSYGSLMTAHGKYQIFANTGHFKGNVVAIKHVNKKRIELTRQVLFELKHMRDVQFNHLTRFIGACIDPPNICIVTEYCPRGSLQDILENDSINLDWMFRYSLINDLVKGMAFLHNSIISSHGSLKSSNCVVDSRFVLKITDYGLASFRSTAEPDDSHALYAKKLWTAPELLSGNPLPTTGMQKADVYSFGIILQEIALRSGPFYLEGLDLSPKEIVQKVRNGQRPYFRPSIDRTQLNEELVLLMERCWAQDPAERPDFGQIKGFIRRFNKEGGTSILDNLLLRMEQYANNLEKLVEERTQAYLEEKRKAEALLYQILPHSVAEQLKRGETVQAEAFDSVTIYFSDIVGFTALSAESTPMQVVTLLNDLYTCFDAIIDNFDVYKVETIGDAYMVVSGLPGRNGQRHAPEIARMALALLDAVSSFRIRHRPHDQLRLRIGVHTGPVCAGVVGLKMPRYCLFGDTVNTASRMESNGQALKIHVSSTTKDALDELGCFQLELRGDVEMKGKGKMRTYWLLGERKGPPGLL
SMARCA2 activ: SMARCA2 (BRM) function activators, primary screen, cell-based, luminescence, high throughput; MG213 cells, MMTV-luciferase reporter, dexamethasone, overnight; activation, % at 9.1 µM; 1% of 370,000 active; AID 652017, 2013; in the data active = activation above about 7.8%;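 also: 0% = vehicle wells and 100% = reference activator wells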
The depositor's hits bear a star; / = no result given.

canonical_smiles	hcDAF12 agonist	proKLK7 act	DAX1 inh-1	hgDAF-12 ag	DAX1 inh-2	FXN GAA850 act	NPR1 activator	ssDAF-12 act	sPLA2-III inh	NPR2 activator	SMARCA2 activ
O=C(Nc1cccc(S(=O)(=O)N2CCOCC2)c1)c1ccc2c(=O)n3c(nc2c1)CCCCC3	-4.5	0.7	-5.2	-6.0	-2.7	-4.4	-1	-2.9	-3	5	-4
O=C(CC1c2cc(F)ccc2C=C(c2ccsc2)N1c1ccc(C#CCCO)cc1)c1ccco1 (configuration not stated)	-1.1	-1.2	-2.2	-1.9	/	/	-4	-0.5	2	-1	-6
CC(CNC(=O)CCC(=O)N1CCOc2ccc(Cl)cc21)c1ccccc1 (configuration not stated)	-2.3	0.0	-0.3	2.0	-0.7	-1.5	-5	-1.0	-2	-8	2
Cc1c(NC(=O)c2cc(-c3ccccc3)nc3ccccc23)c(=O)n(-c2ccccc2)n1C	-1.1	0.0	-3.1	-3.7	-2.5	-5.1	-1	-1.1	0	5	-2
COc1cc(-c2nc3n(c(=O)c2C#N)CCS3)cc(OC)c1OC	-1.8	-2.1	0.4	1.2	-0.2	-0.5	4	-0.6	3	0	0
CCOC(=O)N1CCC(NC(=O)c2cc3ccccn3n2)CC1	-0.5	-0.5	0.5	16*	-0.3	0.9	4	-1.7	-1	6	2
CCO[C@H]1OC(C(=O)N2CCN(Cc3ccccc3)CC2)=C[C@@H](C2CCCCC2)[C@@H]1CCCO	-2.5	0.2	-0.4	0.0	0.2	1.3	-4	-1.5	-12	-9	1
COc1ccc(C(=O)OCC(=O)N2CCCCCC2)cc1S(=O)(=O)N1CCOCC1	1.1	0.2	-1.7	-0.5	0.7	0.7	0	-0.4	4	1	-3
Cc1ccc(S(=O)(=O)/N=C(/c2ccccc2)N2CCOCC2)cc1	-0.7	0.5	0.1	-1.3	0.0	0.2	-4	-0.9	5	7	8.2*
CC(=O)Nc1ccc(NC(=O)c2nccnc2C(=O)O)cn1	1.3	0.1	-0.1	2.4	0.0	3.0	2	-0.2	0	1	-3
CCOC(=O)CN1C(=O)S/C(=C/c2ccc(C)o2)C1=O	-1.9	0.1	0.8	3.7	0.5	2.3	-2	-1.3	-6	6	-2
Cc1ccc(C(=O)NNC(=O)CSc2nnc3ccccn23)cc1	-1.6	-0.4	-0.6	-0.7	-0.8	0.9	-2	-0.9	6	1	-2
CCC(=O)Nc1sc(C(=O)N2CCCCC2)c(C)c1C#N	1.3	0.1	0.3	-0.2	-0.3	-1.9	-2	-1.7	-1	8	-1
O=C(CSc1nnnn1C1CCCC1)NCCc1ccccc1	-0.2	0.3	0.6	4.7	5.3*	3.7	-1	-0.9	1	-2	1
CCOC(=O)CCCNC(=O)COC(=O)c1cc2ccccc2cc1O	0.6	25*	-0.7	0.2	-0.3	2.8	1	-0.6	-3	-5	-7
OC(CN1c2ccccc2Sc2ccccc21)Cn1nnc2ccccc21 (configuration not stated)	-0.4	0.3	-0.4	-0.9	-0.3	-2.8	-2	-1.0	1	0	-1
CN1N=C(C(=O)N2CCCC(C(=O)c3cccc(C(F)(F)F)c3)C2)CCC1=O (configuration not stated)	-1.6	-0.2	-0.5	-2.5	-0.7	2.9	2	-1.0	2	1	0
CCCCNS(=O)(=O)c1ccc(S(=O)(=O)NCc2ccncc2)cc1	-4.4	-0.3	-2.2	-5.7	-2.6	-0.9	0	-1.8	-14	-8	-4
O=[N+]([O-])c1ccc(-c2nn(-c3ccccc3)cc2/C=N/n2c(-c3ccncc3)n[nH]c2=S)cc1	-0.9	-0.4	0.9	-0.9	2.9	0.8	4	-0.8	0	5	-2
O=[N+]([O-])c1ccccc1N(S(=O)(=O)c1ccccc1)S(=O)(=O)c1ccccc1	-0.7	-0.4	-0.3	-1.1	-0.9	2.9	-6	-1.1	3	3	-6
CCC(C)(NC(=O)c1ccccn1)C(=O)NC1CCCC1 (configuration not stated)	-1.1	-0.2	0.7	-1.3	-0.4	-2.9	-3	-1.3	-1	-1	3
Cc1noc(C)c1CSCC(=O)Nc1nc2ccc(F)cc2s1	3.1	0.1	-2.0	1.9	-1.4	2.5	12	0.0	-9	-2	-1
CC(=O)Nc1ccc(OCCCN2CCC(C(O)(c3ccccc3)c3ccccc3)CC2)cc1	1.0	-0.4	1.4	3.9	/	/	-16	-0.1	-19	-7	0
Cc1ccc(C(=O)NCC(=O)OCC(=O)NCCNC(=O)COC(=O)CNC(=O)c2ccc(C)cc2)cc1	-1.1	0.6	0.8	-2.6	0.1	-0.8	0	-0.3	8	7	0
COc1ccc(CN(Cc2ccc(C(=O)O)cc2)C(=S)Nc2cc(C)cc(C)c2)cc1OC	0.0	0.6	0.8	1.0	-0.1	-0.2	6	-2.5	-6	-1	1
Cc1c(CCC(=O)O)c(=O)oc2c(C)c3occ(-c4ccc(Cl)cc4)c3cc12	-2.7	-7.8	-0.1	-1.8	-0.1	1.4	10	-1.0	-8	13	-3
COc1ccc2c(/C=N/NS(=O)(=O)c3ccc(C)cc3)c[nH]c2c1	4.5	-0.7	0.2	6.1	0.1	-0.7	-6	-0.5	-13	4	-4
O=C(CN1CCOCC1)NCCc1ccccc1	1.1	0.3	0.2	2.7	0.7	1.6	-1	-0.4	-2	5	1
O=C(O)c1cc(S(=O)(=O)O)cc(Nc2c3ccccc3nc3ccccc23)c1O	0.6	0.3	-0.6	2.0	0.0	2.3	1	-1.2	-1	-1	-1
O=c1[nH]c(CN2CCN(c3ccc([N+](=O)[O-])cc3)CC2)nc2ccsc12	-2.1	-0.5	-0.4	-1.5	-0.3	-0.1	-5	-1.7	2	-4	0

(more compounds)
canonical_smiles	hcDAF12 agonist	proKLK7 act	DAX1 inh-1	hgDAF-12 ag	DAX1 inh-2	FXN GAA850 act	NPR1 activator	ssDAF-12 act	sPLA2-III inh	NPR2 activator	SMARCA2 activ
COCCn1c(SCC(=O)Nc2ccccc2OC)nc2c([nH]c3ccccc32)c1=O	4.2	-0.1	-2.5	0.4	-0.7	8.0*	-5	-0.3	-1	-4	-2
Cc1ccc(N2CCN(S(=O)(=O)c3ccc4oc(=O)ccc4c3)CC2)c(C)c1	-0.1	-0.4	0.2	-0.9	3.2	-2.7	-5	-0.5	5	2	-2
CCCNC(=O)NC(C(=O)OC)C12CC3CC(CC(C3)C1)C2 (configuration not stated)	-1.2	-0.6	1.1	1.4	0.0	0.1	-1	-1.0	3	0	0
COc1ccc(CCNC(=O)CSc2cccc3cccnc23)cc1OC	-0.1	0.7	0.1	0.6	0.9	2.7	6	-0.3	10	-8	-5
CC(=O)c1cccc(NC(=O)COC(=O)c2ccc(S(C)(=O)=O)c([N+](=O)[O-])c2)c1	-0.7	0.2	-0.7	-1.7	2.7	2.0	11	-1.3	0	12	5
O=C(NCCC1=CCCCC1)c1cc(S(=O)(=O)N2CCOCC2)c(Cl)cc1Cl	-0.5	-1.0	-1.1	1.0	-0.1	-1.0	4	-1.0	11	2	-1
Cc1ccc(NC(=O)COC(=O)C2CC2)cc1S(=O)(=O)N1CCOCC1	-1.7	-0.1	-0.1	-0.3	0.6	-0.4	-1	-0.9	4	2	-1
N#CCCN(CCN1CCCC1)S(=O)(=O)c1ccc(-c2ccc([N+](=O)[O-])cc2)cc1	-2.0	0.6	-0.2	-0.6	-0.6	0.3	2	-1.0	3	1	-4
Cc1nc(CN(C)Cc2nc(Cc3ccccc3Cl)no2)cs1	0.4	0.4	0.3	0.1	2.1	3.9	0	-1.5	5	2	3

Reformatted with values under each structure: 11 of the compounds above.
Second line of a record: hcDAF12 agonist, proKLK7 act, DAX1 inh-1, hgDAF-12 ag, DAX1 inh-2, FXN GAA850 act, NPR1 activator, ssDAF-12 act, sPLA2-III inh, NPR2 activator, SMARCA2 activ
> O=C(CN1CCOCC1)NCCc1ccccc1
    1.1, 0.3, 0.2, 2.7, 0.7, 1.6, -1, -0.4, -2, 5, 1
> O=C(O)c1cc(S(=O)(=O)O)cc(Nc2c3ccccc3nc3ccccc23)c1O
    0.6, 0.3, -0.6, 2.0, 0.0, 2.3, 1, -1.2, -1, -1, -1
> O=c1[nH]c(CN2CCN(c3ccc([N+](=O)[O-])cc3)CC2)nc2ccsc12
    -2.1, -0.5, -0.4, -1.5, -0.3, -0.1, -5, -1.7, 2, -4, 0
> COCCn1c(SCC(=O)Nc2ccccc2OC)nc2c([nH]c3ccccc32)c1=O
    4.2, -0.1, -2.5, 0.4, -0.7, 8.0*, -5, -0.3, -1, -4, -2
> Cc1ccc(N2CCN(S(=O)(=O)c3ccc4oc(=O)ccc4c3)CC2)c(C)c1
    -0.1, -0.4, 0.2, -0.9, 3.2, -2.7, -5, -0.5, 5, 2, -2
> CCCNC(=O)NC(C(=O)OC)C12CC3CC(CC(C3)C1)C2 (configuration not stated)
    -1.2, -0.6, 1.1, 1.4, 0.0, 0.1, -1, -1.0, 3, 0, 0
> COc1ccc(CCNC(=O)CSc2cccc3cccnc23)cc1OC
    -0.1, 0.7, 0.1, 0.6, 0.9, 2.7, 6, -0.3, 10, -8, -5
> CC(=O)c1cccc(NC(=O)COC(=O)c2ccc(S(C)(=O)=O)c([N+](=O)[O-])c2)c1
    -0.7, 0.2, -0.7, -1.7, 2.7, 2.0, 11, -1.3, 0, 12, 5
> O=C(NCCC1=CCCCC1)c1cc(S(=O)(=O)N2CCOCC2)c(Cl)cc1Cl
    -0.5, -1.0, -1.1, 1.0, -0.1, -1.0, 4, -1.0, 11, 2, -1
> Cc1ccc(NC(=O)COC(=O)C2CC2)cc1S(=O)(=O)N1CCOCC1
    -1.7, -0.1, -0.1, -0.3, 0.6, -0.4, -1, -0.9, 4, 2, -1
> N#CCCN(CCN1CCCC1)S(=O)(=O)c1ccc(-c2ccc([N+](=O)[O-])cc2)cc1
    -2.0, 0.6, -0.2, -0.6, -0.6, 0.3, 2, -1.0, 3, 1, -4

Assay outcomes: PubChem BioAssay, several laboratories
